Bioassay records deposited in PubChem by several laboratories.
PP1 inh – counter-screen for PP5 inhibitors: inhibitors of human PP1-alpha | P62136 | purified PP1alpha, OMFP fluorescence | inhibition, % at 6.7 µM | hit rate 0.9% among 320,000;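 active = inhibition above the mean inhibition of all tested compounds plus 3 SD, computed separately for each screening campaign, cut at about 15% in these data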
Target sequence (P62136 whole entry, looked up): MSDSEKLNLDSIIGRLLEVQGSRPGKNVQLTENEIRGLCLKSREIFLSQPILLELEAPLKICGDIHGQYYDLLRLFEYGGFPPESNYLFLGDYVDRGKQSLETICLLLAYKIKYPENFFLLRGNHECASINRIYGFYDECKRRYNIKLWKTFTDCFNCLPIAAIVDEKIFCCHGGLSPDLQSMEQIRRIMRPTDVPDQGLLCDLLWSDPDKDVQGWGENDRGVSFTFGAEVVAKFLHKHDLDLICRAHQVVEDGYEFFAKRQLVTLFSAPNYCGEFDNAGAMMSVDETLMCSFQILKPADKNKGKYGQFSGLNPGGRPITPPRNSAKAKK
proCasp7 act – counter-screen for procaspase-3 activators: activators of human procaspase-7; P55210; hit rate 0.093% among 330,000; AID 463210; activation, % at 8.5 µM; recombinant procaspase-7, Ac-DEVD-pNA absorbance 405 nm; D23A/D198A/D206A triple mutant, cannot self-cleave; scale: DMSO 0, 5 µM enzyme 100;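 active = percent activation above the screen-wide mean plus 3 SD, cut at about 25% in these data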
Target sequence (P55210 whole entry D23A/D198A/D206A): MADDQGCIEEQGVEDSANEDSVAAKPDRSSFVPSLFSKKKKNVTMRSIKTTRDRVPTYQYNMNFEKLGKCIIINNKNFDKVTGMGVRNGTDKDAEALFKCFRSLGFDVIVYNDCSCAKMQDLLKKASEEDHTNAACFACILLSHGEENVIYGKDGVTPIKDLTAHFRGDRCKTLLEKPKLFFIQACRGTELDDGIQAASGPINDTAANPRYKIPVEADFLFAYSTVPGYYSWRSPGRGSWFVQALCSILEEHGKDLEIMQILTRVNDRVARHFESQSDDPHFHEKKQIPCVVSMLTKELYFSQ
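Material: Procaspase-7 triple mutant (PC-7 D3A) | Quantity: 2 µM procaspase-7 mutant as dispensed | Reagent: DEVD-pNA substrate | Times: 1 h preincubation, 2 h reaction | Technique: 405 nm absorbance of p-nitroaniline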
core dimer inh – blocks dimerization of HCV core protein. TR-FRET GST/Flag-core106 dimerization, 1536-well. inhibition, % at 5 µM. hit rate 0.33% among 300,000;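 active = inhibition above the mean of all tested compounds plus 3 SD, set per screening campaign, cut at about 45% in these data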
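System – GST-tagged and Flag-tagged HCV core protein residues 1-106 · Repeats – one well for each compound · Technique – TR-FRET 671 and 617 nm emission · Doses – one concentration, 5 µM, in 0.5% DMSO · Times – 4 h, 22.5 °C incubation · Also added – Eu donor and XL665 acceptor anti-tag antibodies · Measure – percent inhibition of core106 dimerization signal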
JMJD2C inh – human JMJD2C demethylase inhibition. Q9H3R0. GST-JMJD2C(1-420) H3K9me3 demethylation, DELFIA europium. inhibition, % at 2.35 µM. hit rate 0.069% among 330,000;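 active = more than half of a compound's replicate wells show inhibition beyond 50%, single wells judged on their own value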;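 note: signal counts dimethyl H3K9 product captured on neutravidin plate; 0% = median of DMSO wells and 100% = 0.3 times that DMSO median; strong numbers were not always called active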
VLA-4 inh – inhibition in a human VLA-4 binding assay; P13612; VLA-4 expressing cells, ligand binding flow cytometry; inhibition, % (about 7 µM as worked out from the volumes in the protocol); hit rate 0.2% among 330,000; in the data active = inhibition above about 50%
GRK2 inh – blocks RNA aptamer binding to human GRK2; AID 488847; bead flow cytometry, FAM-aptamer displacement from GRK2; hit rate 0.59% among 330,000; inhibition of aptamer binding, % at 10 µM;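 active = inhibition of aptamer binding above 40%, roughly 3 SD of noise, on plates passing a quality check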;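 note: median bead fluorescence of bound FAM aptamer so fluorescent compounds give negative values; no value below 0 was filed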
procasp3 activ – procaspase-3 (human) activation | activation, % at 8.5 µM | recombinant procaspase-3 D3A, Ac-DEVD-pNA absorbance 405 nm | hit rate 0.11% among 330,000 | AID 463141 | P42574;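 active = activation above the mean of all tested compounds plus 3 SD, cut at about 21% in these data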;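 note: 0% = DMSO alone and 100% = DMSO wells spiked with extra 5 µM PC-3 D3A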
Target sequence (P42574 whole entry D9A/D28A/D175A): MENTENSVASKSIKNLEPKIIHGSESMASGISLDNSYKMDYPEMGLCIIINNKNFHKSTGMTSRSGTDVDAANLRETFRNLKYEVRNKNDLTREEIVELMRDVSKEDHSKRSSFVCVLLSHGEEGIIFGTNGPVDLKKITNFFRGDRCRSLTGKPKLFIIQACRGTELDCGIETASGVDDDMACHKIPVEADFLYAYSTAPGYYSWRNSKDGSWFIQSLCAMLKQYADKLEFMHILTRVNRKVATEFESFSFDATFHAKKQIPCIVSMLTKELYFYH
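Assay system – Procaspase-3 D3A mutant · Benchmarks – DMSO low control, extra-enzyme high control · Technique – 405 nm absorbance of p-nitroaniline, reads at 0 and 120 min · Doses – 8.5 µM nominal · Measure – % activation between DMSO and enzyme-spiked controls · Also added – Ac-DEVD-pNA chromogenic peptide substrate · Schedule – 1 h compound preincubation, 2 h substrate hydrolysis at 25 °C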
CTSL1 counter – counter-screen for PFM18AAP inhibitors: inhibitors of F. hepatica cathepsin L1. inhibition, % at 5.96 µM. hit rate 0.49% among 300,000. recombinant F. hepatica cathepsin L1, Z-Leu-Arg-MCA fluorescence;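 active = inhibition above the mean of all tested compounds plus 3 SD, set per screening campaign, cut at about 17% in these data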;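 note: 0% = plate median of test compound wells and 100% = 1 µM Z-Phe-Ala-diazomethylketone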
PP5 primary – PP5 (human) phosphatase inhibition | P53041 | hit rate 0.18% among 320,000 | purified PP5c, OMFP substrate fluorescence | inhibition, % at 6.7 µM;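 active = inhibition above the campaign's mean inhibition across all tested compounds plus 3 SD, cut at about 9.5% in these data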;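 note: 0% = DMSO only and 100% = 100 µM cantharidin control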
Active calls of the source: *; i = inactive; · = not tested or not shown.

Below each compound: PP1 inh	proCasp7 act	core dimer inh	JMJD2C inh	VLA-4 inh	GRK2 inh	procasp3 activ	CTSL1 counter	PP5 primary
> Cc1ccc(-c2nnc(SCC(=O)Nc3nc4c(s3)CCCC4)n2C)cc1
 : -1.9	9.4	-1.1	0.5	8.2	0.0	4.7	-0.4	-0.4
> COc1cc(NC(=O)NCc2ccncc2)cc(OC)c1OC
 : -2.2	9.2	-3.1	17.4	0.5	2.0	1.9	-3.8	3.5
> CCOc1ccccc1NC(=S)Nc1ccccc1F
 : -2.2	0.1	-0.4	3.1	11.9	0.0	5.7	4.0	-1.8
> O=S(=O)(NCCCc1ccccc1)c1ccc(F)c(F)c1
 : -0.5	-1.8	2.9	-2.8	-1.3	0.0	-3.4	2.7	0.7
> N=C1/C(=C/c2cccn2CCOc2ccccc2)C(=O)N=C2SC=C(c3ccccc3)N12
 : 10.1	-14.9	17.7	-13.0	-9.4	1.0	-17.3	1.4	3.9
> COc1ccc(-c2csc(NC(C)c3nc4cc(Cl)c(N5CCCCC5)cc4n3CCOCCO)n2)cc1 (stereo not drawn)
 : -2.4	2.6	10.6	8.2	·	·	-5.6	7.2	-0.4
> CC(C)Nc1nc(Oc2cccc(Cl)c2Cl)cc(C(F)(F)F)n1
 : 0.8	11.5	-1.9	5.4	-3.5	1.0	-3.6	1.7	-0.6
> CCOC(=O)c1cc(C)n(-c2c(C)n(C)n(-c3ccccc3)c2=O)c1C
 : -1.1	7.1	-0.1	4.4	2.2	0.0	-4.5	-2.0	2.8
> CCOc1c(CNc2nnnn2C)cccc1OC
 : -2.0	5.2	-1.1	2.6	-1.7	0.0	2.7	0.6	-0.8
> CC(C)(CO)NC(=O)Nc1ccc(Cl)c(Cl)c1
 : 1.0	-0.2	-2.0	-12.7	16.2	0.0	3.3	-3.9	2.6
> C=CCn1c(N)c(C(=O)Nc2ccccc2)c2nc3ccccc3nc21
 : -1.3	11.7	2.0	-10.8	-43.4	0.0	-5.4	3.5	1.9
> O=C(CCl)Nc1cn(-c2ccccc2)nc1-c1ccccc1
 : 1.6	0.5	10.2	10.4	4.5	0.0	1.6	82.0*	1.5
> Cc1ccccc1C(=O)NC1CCN(CC(=O)Nc2ccc3c(c2)OCCO3)CC1
 : -3.7	5.8	0.4	7.1	6.6	0.0	4.9	-1.6	-0.4
> COc1ccc(N(CC(=O)NC2CCCCC2)C(=O)CNC(=O)c2ccco2)cc1OC
 : -2.3	9.2	-4.3	-5.2	2.5	0.0	4.4	-3.0	-1.1
> O=C(CN1CCN(C(=O)C2CCCO2)CC1)Nc1cc(C(F)(F)F)ccc1Cl (stereo not drawn)
 : -1.5	0.9	0.8	-9.0	5.6	5.0	2.3	-0.6	4.3
> O=C(COc1cccc2c1CCN(Cc1ccc(Cl)cc1)C2=O)N1CCOCC1
 : -3.3	7.2	-2.5	-11.5	5.0	0.0	8.8	-0.5	-0.4
> COc1ccc(Nc2oc(-c3ccco3)nc2S(=O)(=O)c2ccc(F)cc2)cc1
 : 0.4	10.1	8.1	2.6	11.2	1.0	2.3	6.3	1.5
> Clc1ccc(CN2CCC(c3ccccc3)CC2)cc1
 : 0.3	7.2	2.7	6.2	1.3	1.0	7.6	-3.1	2.6
> COc1ccc(S(=O)(=O)NCC2CCCN(Cc3ccccc3C)C2)cc1 (stereo not drawn)
 : -4.1	-1.5	1.9	-1.1	-1.1	2.0	-5.8	-0.4	-0.4
> COc1cc(OC)cc(C(=O)NC(=S)N2CCCCC2c2cccnc2)c1 (stereo not drawn)
 : -0.1	-17.3	0.2	3.9	18.3	1.0	-3.3	-3.1	-2.0
> CCOc1ccc(C(C(=O)NC2CCCCC2)N(C(=O)c2ccccn2)c2cccnc2)cc1 (stereo not drawn)
 : -4.3	1.9	3.8	14.9	11.0	3.0	2.9	1.9	-2.0
> COc1ccc(CNC(=O)CSc2ccsc2[N+](=O)[O-])cc1
 : -3.4	-7.5	-1.9	1.3	-2.4	3.0	2.3	-1.7	4.5
> O=C(c1sc2cc(F)ccc2c1Cl)N1CCN(c2ccccc2)CC1
 : 9.7	-13.3	-0.8	7.2	-4.8	8.0	1.7	-0.6	2.4
> Cn1c(Cl)c(/C=N/OC(=O)c2ccc(Cl)cc2)c2ccccc21
 : -4.1	-8.3	11.8	5.3	-0.3	0.0	-0.2	-0.8	0.8
> CC(C)NC(=S)N/N=C/c1cccs1
 : -0.1	3.2	-0.8	9.8	8.1	0.0	1.8	2.6	0.3
> CCCCCNS(=O)(=O)c1cc2c3c(c1)CCC(=O)N3CCC2
 : -0.5	-2.3	2.4	-7.3	-23.2	0.0	0.5	-5.4	0.4
> COC(=O)c1cc2ccsc2n1CC(=O)N(C)C1CCCCC1
 : -1.2	1.0	1.3	1.1	2.6	9.0	-3.4	-2.3	2.0
> C[C@H](O)CC1=C[C@H](O)[C@@H](C)OC1=O
 : -1.7	-2.3	-1.5	-7.4	-18.3	0.0	-1.1	4.5	0.1
> CCCOc1ccc(N2CC(C(=O)Nc3ccccc3C(=O)NCc3ccco3)CC2=O)cc1 (stereo not drawn)
 : -1.1	2.2	2.3	-3.6	-9.8	1.0	-2.4	-0.8	0.9
> CC(=O)N1c2c(cc(Br)cc2S(=O)(=O)NCc2ccccc2)CC1C (stereo not drawn)
 : 0.2	-3.5	-2.0	6.1	12.3	2.0	4.1	-0.4	5.1
> CS(=O)(=O)c1cccc(C(=O)Nc2ccccc2Cc2ccccc2)c1
 : -1.4	-0.3	4.0	14.1	0.6	1.0	7.4	-0.1	4.3
> O=C(CN(C1CCCCC1)S(=O)(=O)c1ccccc1)NCc1ccco1
 : -5.5	-9.3	12.5	7.0	5.2	0.0	4.1	0.7	-0.2
> CCc1c(C)nc(SCC(=O)N2CCCCC2C)[nH]c1=O (stereo not drawn)
 : 1.4	7.1	-5.2	-4.9	17.2	0.0	3.1	-2.7	-0.6
> Cc1ccc(C)c(C(=O)CSc2nnnn2-c2cccnc2)c1
 : -1.2	7.9	-4.8	-2.0	17.6	0.0	5.0	0.4	2.1
> COCCNC(=S)N(CCc1c(C)[nH]c2ccc(OC)cc12)Cc1ccco1
 : 0.7	-1.9	-9.7	3.2	5.2	2.0	0.3	-1.9	3.2
> COc1ccc(OCC(=O)N2CCN(c3cccc(Cl)c3)CC2)cc1
 : 3.8	5.8	6.5	-3.8	-6.5	1.0	18.5	-0.8	2.2
> COc1ccccc1/C=C1\SC(=S)N(CCC(=O)Nc2ccc(C(=O)O)c(O)c2)C1=O
 : 27.4*	-3.8	8.6	-6.4	13.4	5.0	-3.4	2.0	3.1
> CN(C)CCCN(C(=O)c1ccc(S(=O)(=O)N(C)C2CCCCC2)cc1)c1nc2ccc(Br)cc2s1
 : 10.6	3.8	-14.7	-9.4	-5.5	0.0	3.2	1.0	0.1
> C/C(=N\NC(=O)c1ccco1)c1cc2ccccc2o1
 : 0.7	1.4	0.0	-3.2	5.8	1.0	-1.5	0.2	0.7
> C=C(C)C1CC=C(C)/C(=N/NC(=O)COc2ccccc2Cl)C1 (stereo not drawn)
 : 4.2	-2.4	3.9	3.1	11.0	0.0	-9.9	1.3	3.7
> O=C(CSc1nnc(CNC(=O)c2c(F)cccc2Cl)o1)Nc1ccc2c(c1)OCCO2
 : 4.0	0.6	-0.3	43.2	3.8	0.0	8.1	1.7	2.3
> CCCC(=O)N1CCN(c2ccc(NC(=O)c3ccccc3)cc2)CC1
 : 0.8	-6.9	-4.3	7.0	-4.6	3.0	-1.5	-1.1	0.1
> Cc1cccc(C)c1OCC(=O)N(Cc1ccco1)C1CCS(=O)(=O)C1 (stereo not drawn)
 : -5.5	16.4	-4.7	11.3	-4.8	1.0	1.8	3.2	-0.4
> Cn1c(N)c(C(=O)COC(=O)c2cc(S(=O)(=O)N3CCOCC3)ccc2F)c(=O)n(C)c1=O
 : ·	-1.1	·	-6.0	-1.5	2.0	-4.8	·	·
> Cn1c(CN2CCCC2)c(C#N)c2ccccc21
 : -3.2	1.3	2.9	4.3	i	3.0	4.1	-3.4	2.3
> CC1SC2(NC1=O)C1CC3CC(C1)CC2C3 (stereo not drawn)
 : 1.4	2.9	7.4	1.9	8.0	1.0	8.5	0.3	1.9
> Cn1c(C(=O)NCCN2CCCCCC2)cc2c(=O)n(C)c3ccccc3c21
 : -1.9	6.8	1.9	-6.0	-0.2	0.0	3.4	-1.9	-1.0
> COC(=O)c1ccc(CSc2nc3ccc(Cl)cc3[nH]2)o1
 : -0.7	0.0	4.8	-4.4	-2.1	3.0	8.9	2.6	1.4
> CCn1c(O)c(N=Nc2ccc3ccccc3n2)c2ccccc21
 : -4.4	4.1	-3.8	10.7	-2.7	1.0	-5.9	-3.0	0.5
> O=c1[nH]c(/C=C\c2cccnc2)c([N+](=O)[O-])c(=O)[nH]1
 : 2.1	-2.9	7.9	53.8	5.1	0.0	2.4	2.3	4.0
> COc1ccc(Cl)cc1C(=O)N1CCN=C1SC
 : -2.6	-15.6	14.8	-13.2	-12.3	7.0	-2.3	-7.1	-3.6
> Cc1nc(-c2ccccn2)nc(SCC(=O)c2ccccc2)c1Cl
 : 15.3*	3.0	3.6	6.1	-4.4	1.0	-5.6	9.7	1.6
> CC1=C(/C=C/C(C)=C/C=C/C(C)=C\C(=O)O)C(C)(C)CCC1
 : 10.9	-14.5	19.0	-4.5	-0.8	4.0	3.3	8.0	1.8
> COc1ccc(C)cc1NC(=O)CN1C(=O)COc2ccc(S(=O)(=O)N3CCC(C)CC3)cc21
 : 0.2	-4.0	-5.2	-8.4	-3.4	0.0	-1.1	-1.7	2.5
> COc1ccccc1C(=O)NC(=O)COC(=O)c1ccc(NC(=O)CC#N)cc1
 : 1.9	-1.7	0.1	12.8	6.7	3.0	11.3	-7.1	-0.1
> Cc1cccc(NC(=O)c2cc(C)nc3ccccc23)c1
 : -5.0	4.2	2.5	-5.3	-3.7	5.0	-1.6	-1.8	-1.5
> CSc1ncccc1C(=O)OCc1ccc(Br)cc1
 : -1.3	-4.0	-0.6	-11.0	10.3	0.0	3.3	1.6	-1.3
> Clc1ccc(-n2nnnc2-c2cnc(-c3ccncc3)nc2-c2cccs2)cc1
 : 11.1	-4.0	15.6	-7.8	1.6	1.0	-3.2	3.8	-0.1
> O=C(NC1CCCCC1)C(c1ccccc1)N(C(=O)c1cccs1)c1ccc2c(c1)OCO2 (stereo not drawn)
 : 2.7	-3.7	16.7	-4.9	17.3	0.0	-4.1	-0.5	3.8

Copied from the list:
`CSc1ncccc1C(=O)OCc1ccc(Br)cc1` in VLA-4 inh reads 10.3
`COC(=O)c1ccc(CSc2nc3ccc(Cl)cc3[nH]2)o1` in PP1 inh reads -0.7
